# Tat export inh = E. coli Tat export inhibitors, primary screen, MC4100, TorA-mCherry reporter, fluorescence, single point; 340,000 compounds, 0.036% hits; AID 488895, 2010; inhibition, % at 10 µM;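 active means mean replicate inhibition at least 50% and at least half of replicates individually reaching 50%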;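 further: exported cargo escapes ClpAP degradation while cytoplasmic cargo is degraded and loses fluorescence; 0% = median of neutral control wells and 100% = median of NaSCN control wells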
# Rtt109 HAT inh = inhibitors of C. albicans Rtt109/Vps75 HAT, primary screen, biochemical, ThioGlo CoA-SH fluorescence, plate reader; Histone acetyltransferase RTT109 (Candida albicans (strain SC5314 / ATCC MYA-2876)), …; purified Rtt109/Vps75, 4 h; inhibition, % at 34.9 µM; 330,000 compounds, 0.16% hits;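 active means inhibition of at least 50% in every replicate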
# Target sequence (Q5AAJ8 whole entry, looked up): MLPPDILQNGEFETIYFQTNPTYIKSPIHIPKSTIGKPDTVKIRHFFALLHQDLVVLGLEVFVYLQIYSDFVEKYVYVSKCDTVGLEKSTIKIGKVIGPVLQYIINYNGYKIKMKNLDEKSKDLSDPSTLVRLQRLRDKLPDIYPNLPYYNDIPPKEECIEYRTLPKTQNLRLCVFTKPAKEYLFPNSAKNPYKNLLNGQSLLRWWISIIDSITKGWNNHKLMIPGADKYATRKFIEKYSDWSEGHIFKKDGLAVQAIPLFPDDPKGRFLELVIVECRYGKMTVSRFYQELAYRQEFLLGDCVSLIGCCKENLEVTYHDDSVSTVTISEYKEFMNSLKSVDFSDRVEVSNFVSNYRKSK
# AddAB inh = growth inhibition of E. coli expressing H. pylori AddAB, primary screen, AddAB inhibitor project, absorbance; AID 435030, 2010; inhibition, % at 11.9 µM; 330,000 compounds, 0.29% hits; in the data active means inhibition above about 12%;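 further: 0% = vehicle wells of infected cells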
# PvdQ acylase = P. aeruginosa PvdQ acylase inhibitors, primary screen, biochemical, fluorescence, plate reader and imaging, single point; PvdQ acylase [Pseudomonas aeruginosa LESB58]; purified PvdQ acylase; inhibition, % at 10 µM; 340,000 compounds, 0.063% hits; AID 488965, 2010; in the data active means inhibition above about 30%, passing the limit was not always enough;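 further: 0% = vehicle neutral wells and 100% = reference inhibitor wells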
# Ecoli viability = E. coli V3065 growth inhibition, primary screen, counter-screen for AddAB inhibitor project, absorbance, OD600; 18 h; inhibition, % at 11.9 µM; 330,000 compounds, 0.27% hits;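 active means inhibition above the campaign's mean inhibition across all tested compounds plus 3 SD, cut at about 9.9% in these data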;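 further: uninfected addAB+ strain grown without phage in ampicillin broth; 0% = DMSO wells and 100% = ciprofloxacin 0.95 µg/ml wells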
# CAL PDZ FP = CAL PDZ peptide-binding inhibitors, primary screen, biochemical, fluorescence polarization, Cer-tagged CAL PDZ, HTS; purified CAL PDZ, TMR-peptide fluorescence polarization, 1 h; inhibition, % at 20 µM; 330,000 compounds, 0.02% hits;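 active means highest replicate inhibition of at least 40%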;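 further: plate controls were DMSO neutral control wells for no effect and unlabeled competitor peptide control wells for full effect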
#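 Assay system – tagged CAL PDZ protein CerCALP, purified · Timing – 1 h at RT · Compound – single point, 20 µM · Measured by – fluorescence polarization from S- and P-plane intensities, G-factor corrected · Evaluation – inhibition from polarization loss · Probe or stimulus – TMR reporter peptide T*-PRC34 · Buffer or medium – pH 7.4 phosphate-saline buffer, reducing agent, detergent, IgG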
# PfHsp90 yeast 2 = growth inhibition of PfHsp90-expressing yeast, primary screen, antimalarial PfHsp90 inhibitor project, S. cerevisiae, BacTiter-Glo luminescence, single point, set 2; BacTiter-Glo ATP, 48 h; yeast lacking PDR1 and PDR3 efflux regulators; inhibition, % at 9.4 µM; 310,000 compounds, 0.32% hits;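 active means every replicate shows inhibition above about 80%, whatever the replicate mean, limit read from the data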;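 further: 0% = DMSO neutral controls and 100% = 20 µM radicicol positive controls; yeast relying on Plasmodium falciparum Hsp90 in place of its own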
# Wnt bcat act = Wnt/beta-catenin pathway activators, primary screen, cell-based, plate reader, single point. activation, % at 9.35 µM. Wnt/beta-catenin reporter cell assay, activator. 300,000 compounds, 1.2% hits; in the data active means activation above about 30%, passing the limit was not always enough;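 further: 0% = neutral control wells and 100% = positive control wells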
# phage Ecoli inh = growth loss of phage-infected E. coli, primary screen, RecBCD inhibitor project, absorbance, with phage, HTS; inhibition, % at 11.9 µM; 360,000 compounds, 0.26% hits; in the data active means inhibition above about 11%
# DAGLB inh = DAGLB lipase inhibitors, primary screen, biochemical, fluorescence, HTS; inhibition, % at 5.17 µM; 340,000 compounds, 0.059% hits; HEK293T DAGLB membrane lysate, EnzChek fluorogenic substrate; Diacylglycerol lipase-beta (Homo sapiens), Q8NCG7; in the data active means inhibition above about 34%;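 further: 0% = enzyme with vehicle and 100% = wells lacking enzyme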
# * marks the source's active call; other numbers are inactive results; · = not tested or not shown.
nr	Molecule	Tat export inh	Rtt109 HAT inh	AddAB inh	PvdQ acylase	Ecoli viability
1	CCC(C(=O)NCc1ccc(C)cc1)c1ccccc1 (stereo unspecified)	-9	-4	-1.4	-13	0.8
2	COc1cccc(-c2cc(C(=O)N3CCN(Cc4ccccc4)CC3)no2)c1	4	3	0.2	-3	0.2
3	Cc1c(NC(=O)C2CCCO2)cccc1[N+](=O)[O-] (stereo unspecified)	6	6	0.0	-2	-2.7
4	Cc1ccc(C)c(CNS(=O)(=O)c2ccc3c(c2)C(C)(C)C(=O)N3C)c1	7	1	-0.9	-3	-0.2
5	Brc1ccc(-c2noc(-c3ccccc3)n2)o1	-4	-1	2.5	-5	0.5
6	CN(c1ccc(OCC(=O)NC2CCC(O)CC2)cc1)S(=O)(=O)c1ccc(Cl)cc1 (stereo unspecified)	1	-4	0.8	-17	-1.8
7	COc1ccc2c(c1)CCc1c(C(=O)NCc3ccc(Cl)cc3)noc1-2	4	-2	1.0	-9	0.7
8	COc1cc(OC)cc(-c2c(-c3cccs3)c3cc(-c4ccc(OC)cc4F)ccc3n2C)c1	-9	4	0.4	-10	1.2

nr	CAL PDZ FP	PfHsp90 yeast 2	Wnt bcat act	phage Ecoli inh	DAGLB inh
1	0.1	-15	-1	4.0	0
2	-1.2	9	-2	2.4	-5
3	-1.4	5	·	1.6	1
4	0.1	18	-2	-0.3	0
5	0.1	-28	44*	1.4	-11
6	-0.2	0	-3	0.4	0
7	-1.3	·	6	1.2	-2
8	0.7	1	-11	-0.3	-12

# Single values from the results shown:
# Reading for no. 6 under PvdQ acylase: -17
# Reading for no. 5 under PfHsp90 yeast 2: -28
# Reading for no. 1 under PvdQ acylase: -13
# Reading for no. 3 under Ecoli viability: -2.7
# Reading for no. 8 under DAGLB inh: -12

# Retrieved one by one from above:
nr	Molecule	Tat export inh	Rtt109 HAT inh	AddAB inh	PvdQ acylase	Ecoli viability
3	Cc1c(NC(=O)C2CCCO2)cccc1[N+](=O)[O-] (stereo unspecified)	6	6	0.0	-2	-2.7
1	CCC(C(=O)NCc1ccc(C)cc1)c1ccccc1 (stereo unspecified)	-9	-4	-1.4	-13	0.8
8	COc1cc(OC)cc(-c2c(-c3cccs3)c3cc(-c4ccc(OC)cc4F)ccc3n2C)c1	-9	4	0.4	-10	1.2
2	COc1cccc(-c2cc(C(=O)N3CCN(Cc4ccccc4)CC3)no2)c1	4	3	0.2	-3	0.2

nr	CAL PDZ FP	PfHsp90 yeast 2	Wnt bcat act	phage Ecoli inh	DAGLB inh
3	-1.4	5	·	1.6	1
1	0.1	-15	-1	4.0	0
8	0.7	1	-11	-0.3	-12
2	-1.2	9	-2	2.4	-5

# Next section:
nr	Molecule	Tat export inh	Rtt109 HAT inh	AddAB inh	PvdQ acylase	Ecoli viability
9	O=C(Oc1cccc(-n2cnnn2)c1)c1sc2ccccc2c1Cl	-3	1	2.7	1	0.3
10	O=C(Nc1cccc(S(=O)(=O)N2CCCCC2)c1)c1ccc2ccccc2n1	-1	3	0.8	-4	2.0
11	O=C(c1ccccc1F)N1CCN(S(=O)(=O)c2ccc3ccccc3c2)CC1	10	-4	2.2	-22	-0.5
12	CCNS(=O)(=O)c1cc(-c2nnc(OC)c3ccccc23)ccc1C	12	-4	-0.5	-19	-0.6
13	COc1ccc(S(=O)(=O)N(C)C[C@H]2Oc3c(NS(=O)(=O)c4ccc(F)cc4)cccc3C(=O)N([C@H](C)CO)C[C@@H]2C)cc1	20	0	2.2	-2	-1.1
14	O=C(O)Cn1c(-c2cscn2)nc2ccccc21	-3	-3	-1.1	-5	0.9
15	O=C(C1=C(O)C(=O)N(c2ncccn2)C1c1ccc(F)cc1)c1ccco1 (stereo unspecified)	7	-17	3.8	-19	-0.8
16	COc1ccccc1C(=O)N1CCN(Cc2cn[nH]c2-c2ccc(F)cc2F)CC1	-2	-3	2.8	-4	-0.9

nr	CAL PDZ FP	PfHsp90 yeast 2	Wnt bcat act	phage Ecoli inh	DAGLB inh
9	·	·	-5	0.6	-3
10	-3.8	-37	15	4.9	-8
11	-2.5	-21	-2	0.5	0
12	-1.4	-8	-2	-0.4	-2
13	-0.7	-9	-1	0.6	1
14	0.5	-20	1	1.9	-3
15	0.1	-2	4	1.2	3
16	-4.1	8	0	0.9	2

# (further entries)
nr	Molecule	Tat export inh	Rtt109 HAT inh	AddAB inh	PvdQ acylase	Ecoli viability
17	Cc1cnc(NC(=O)c2cccc(S(=O)(=O)N3CC(C)OC(C)C3)c2)s1 (stereo unspecified)	1	14	-2.4	4	1.1
18	COc1ccc(NC(=O)N2CCN(C(=O)Nc3ccc(OC)cc3)CC2)cc1	2	5	0.3	10	-0.4
19	O=C(/C=C/c1ccco1)N(Cc1cccc(Br)c1)C1CCS(=O)(=O)C1 (stereo unspecified)	0	-2	2.2	-13	-2.3
20	COc1ccc2c(Cl)c(-c3nnc(SCC(=O)c4ccccc4)n3C)sc2c1	1	4	0.5	-14	-0.1
21	CN(CCC#N)C(=O)COC(=O)c1ccc(CNS(=O)(=O)c2ccc(F)c(Cl)c2)cc1	-8	4	1.1	-12	-1.8
22	O=C(COC(=O)c1ccccc1O)NCCC1=CCCCC1	3	-35	0.2	-11	1.7
23	CCC(Sc1nc(-c2ccccc2)c(-c2ccccc2)[nH]1)C(=O)O (stereo unspecified)	1	6	-1.4	-4	-1.8
24	CCOC(=O)c1sc(NC(=O)c2ccc(S(=O)(=O)N3CCCCCC3)cc2)nc1-c1ccccc1	19	2	1.8	-9	1.5

nr	CAL PDZ FP	PfHsp90 yeast 2	Wnt bcat act	phage Ecoli inh	DAGLB inh
17	-2.1	1	1	2.7	0
18	-1.8	-11	-1	0.3	0
19	0.1	-5	-2	0.7	4
20	-1.1	-27	-1	3.9	-2
21	-0.9	-3	·	3.3	-1
22	-1.2	-2	12	3.2	-9
23	0.5	0	1	0.6	-1
24	0.7	-5	-1	3.6	-1

# Screens (PubChem)
